Screening results deposited in PubChem by National Center for Advancing Translational Sciences (NCATS).
IL2 activator: qHTS of IL-2 Activators | IL-2 activation reporter assay, cell-based qHTS; stimulated with anti-CD3/CD4/CD28 beads; in transgenic mouse T cells | AID 652025, 2013 | activation, % (series mostly up to about 46 µM) | 360,000 compounds, 0.065% hits; in the data active = activation above about 50%; inconclusive = mostly about 30% to 49%; note: 0% is about no effect
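Readout: EGFP and DsRed signals by fluorescent plate cytometry. Unstimulated transgenic mouse T cells received compound 60 min before antibody-bead stimulation, then incubated 18 h at 37 degrees C.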
EPAC1 agonist: qHTS for Agonist of cAMP-regulated guanine nucleotide exchange factor 3 (EPAC1): primary screen; EPAC1 agonist qHTS, biochemical assay; response scale: 100% = response to 6.5 mM cAMP; 360,000 compounds, 0.073% hits; Rap guanine nucleotide exchange factor 3 (Homo sapiens), O95398; Potency, µM (top dose mostly 154 µM), inactives show at the highest dose activation, most hits filed as activators; AID 720707, 2013; note: potency is the fitted concentration of half-maximal effect; nearly all actives have a fitted effect of over 60% in size
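Multi-concentration qHTS readout: loss of Rap1B-bound BODIPY-GDP fluorescence driven by 100 nM EPAC1 with excess GDP (50 uM), monitored kinetically at room temperature; agonist response expressed relative to 6.5 mM cAMP.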
PTHR1 agonist: qHTS for PTHR1 Agonists: Primary Screen. Parathyroid hormone/parathyroid hormone-related peptide receptor (Homo sapiens), Q03431. HEK293 GP2 PTHR1 cells, GloSensor cAMP luminescence, 1 h. Potency, µM (series often up to 115 µM), inactives show at the highest dose activation, most hits filed as activators. 410,000 compounds, 0.075% hits; note: potency is the fitted concentration of half-maximal effect; nearly all actives have a fitted effect of over 55% in size; some results filed as inactive show a strong effect at the top dose; inactives centre near -15; many of its hits are not listed in these tables
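HEK-293-derived GP2 cells expressing PTHR1 and a GloSensor cAMP reporter, 3,000/well, plated overnight, given luciferin plus IBMX (each 0.5 mM as added) for 1 h at 37 °C, then compound for 1 h at 37 °C. Luminescence was read after 15 min at room temperature.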
HEK293 tox: qHTS of GLP-1 Receptor Inverse Agonists: Cytotox Screen; Potency, µM (series often up to 38.3 µM), for the others: top-dose activity change, negative = inhibition, usual class: inhibitors; 410,000 compounds, 0.13% hits; AID 624418, 2012; HEK293 cAMP-luciferase reporter cells, luminescence, 24 h;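 note: loss of luciferase light is scored as toxicity; potency is the fitted concentration of half-maximal effect; % is set by controls: 0 for no effect and ±100 for the full control effect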
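To flag toxic compounds, the library was rerun on cells for 24 hr at 37 deg C and 5% CO2. Viability-linked luminescence was captured 12 min after adding luciferase detection reagent.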
GLP1R ag: qHTS of GLP-1 Receptor Agonists. HEK293 GLP-1R CRE-luciferase, luminescence, 4-6 h; cells express a hypersensitive GLP-1R form. 380,000 compounds, 0.007% hits. AID 624172, 2012. Potency, µM (series often up to 45.6 µM), without a hit: top-dose activation, hits mostly activators; note: potency is the fitted concentration of half-maximal effect; % of control where 0% means no effect
GLP-1R inv ag: qHTS of GLP-1 Receptor Inverse Agonists (Inhibition Mode). HEK293 GLP-1R CRE-luciferase, luminescence, 24 h; GLP-1R form is constitutively active. Potency, µM (top dose mostly 38.3 µM), inactives show top-dose activity change, negative = inhibition, usual class: inhibitors. 410,000 compounds, 1.6% hits. AID 624417, 2012; note: potency is the fitted concentration of half-maximal effect; % is set by controls: 0 for no effect and ±100 for the full control effect; nearly all actives have a fitted effect of over 55% in size
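Inverse agonism was detected as reduced cAMP-driven luciferase luminescence after 24 h compound treatment. The cells were HEK293 clones expressing constitutively active human GLP-1R with the reporter. Reporter-only and GPR119 cell lines served as counterscreen controls.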
PI5P4K alpha inh: qHTS for Inhibitors of phosphatidylinositol 5-phosphate 4-kinase (PI5P4K). Phosphatidylinositol 5-phosphate 4-kinase type-2 alpha (Homo sapiens), P48426. PI5P4Kalpha enzyme, ADP-Glo luminescence, 60 min; active compounds read low. max response, %. 330,000 compounds, 1.2% hits. AID 652105, 2013; active = max response of -50% or lower; inconclusive = between -30% and -50%; inactive = -30% or higher; note: value at the top dose of about 77 µM; % is set by controls: 0 for no effect and ±100 for the full control effect
Target sequence (P48426 whole entry, looked up): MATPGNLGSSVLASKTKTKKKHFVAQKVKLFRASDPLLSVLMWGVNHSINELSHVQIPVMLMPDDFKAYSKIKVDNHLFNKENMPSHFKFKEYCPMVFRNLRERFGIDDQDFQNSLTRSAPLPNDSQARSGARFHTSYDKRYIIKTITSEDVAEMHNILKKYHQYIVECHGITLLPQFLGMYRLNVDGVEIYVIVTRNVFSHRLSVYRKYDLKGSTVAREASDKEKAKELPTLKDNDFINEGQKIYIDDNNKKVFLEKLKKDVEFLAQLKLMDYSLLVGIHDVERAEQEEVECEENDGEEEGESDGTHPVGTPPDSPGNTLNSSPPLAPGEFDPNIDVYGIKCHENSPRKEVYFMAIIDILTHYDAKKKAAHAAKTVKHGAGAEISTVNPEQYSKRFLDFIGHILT
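Quantitative HTS of the MLSMR library against PI5P4Kalpha with substrate. ATP added last at 5 microM final; room temperature, 60 minutes. Remaining ATP depleted, ADP converted and read as luminescence.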
PLK1 PBD inh: qHTS for Inhibitors of PLK1-PDB (polo-like kinase 1 - polo-box domain): Primary Screen | Serine/threonine-protein kinase PLK1 (Homo sapiens), P53350 | Plk1 PBD binding of FITC phosphopeptide, fluorescence polarization | Potency, µM, for inactives: max response, negative = inhibition, hits mostly inhibitors | 360,000 compounds, 2.8% hits | AID 720504, 2013; note: potency is the fitted concentration of half-maximal effect; series mostly up to about 57 µM; % is set by controls: 0 for no effect and ±100 for the full control effect; nearly all actives have a fitted effect of over 65% in size
Target sequence (P53350 whole entry, looked up, the tested form may be a part): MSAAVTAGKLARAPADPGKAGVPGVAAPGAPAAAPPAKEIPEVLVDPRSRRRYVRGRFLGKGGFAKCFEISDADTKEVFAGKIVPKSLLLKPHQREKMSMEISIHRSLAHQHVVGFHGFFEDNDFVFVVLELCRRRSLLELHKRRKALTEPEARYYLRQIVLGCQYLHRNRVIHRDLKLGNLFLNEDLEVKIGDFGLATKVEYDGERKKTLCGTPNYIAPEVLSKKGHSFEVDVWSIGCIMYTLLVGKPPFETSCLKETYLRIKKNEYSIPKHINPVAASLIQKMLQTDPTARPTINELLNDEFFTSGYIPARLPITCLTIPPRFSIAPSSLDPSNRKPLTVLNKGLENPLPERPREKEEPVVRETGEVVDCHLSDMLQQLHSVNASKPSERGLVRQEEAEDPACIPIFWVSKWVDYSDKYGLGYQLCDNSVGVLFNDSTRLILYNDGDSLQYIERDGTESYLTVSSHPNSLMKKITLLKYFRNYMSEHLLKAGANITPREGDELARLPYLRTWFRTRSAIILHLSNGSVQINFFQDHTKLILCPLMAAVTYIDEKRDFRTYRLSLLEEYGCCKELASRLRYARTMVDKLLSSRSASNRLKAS
EPAC1 antagonist: qHTS for Antagonist of cAMP-regulated guanine nucleotide exchange factor 3 (EPAC1): primary screen; Rap guanine nucleotide exchange factor 3 (Homo sapiens), O95398; EPAC1 GEF assay, Rap1b-BODIPY-GDP exchange fluorescence; Potency, µM (doses to about 115 µM), without a hit: top-dose activity change, negative = inhibition, hits mostly inhibitors; 360,000 compounds, 0.14% hits; AID 720709, 2013;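 note: potency is the fitted concentration of half-maximal effect; plate controls were vehicle for no effect and positive control for full effect; nearly all actives have a fitted effect of over 50% in size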
Numbers without * were called inactive; i = inactive; ? = inconclusive; . = no result given; [ ] = another dose, or the depositor's remark. Unless noted, calls come from the whole dose curve; as a rule, active = well fitted curve in the direction sought with a large enough effect; inconclusive = small, poorly fitted or top-dose-only effect, or another doubt; inactive = no such curve, though single readings can be large; an effect the other way counts as inactive or inconclusive.

SMILES	IL2 activator	EPAC1 agonist	PTHR1 agonist	HEK293 tox	GLP1R ag	GLP-1R inv ag	PI5P4K alpha inh	PLK1 PBD inh	EPAC1 antagonist
NC(=O)c1ccccc1NC(=O)Nc1ccc(F)c(Cl)c1	-0.7	-5%	-26%	-13%	15%	-2%	16	-4%	-8%
CC(=O)C1=C(O)C(=O)N(c2ccc(O)cc2)C1c1ccc(F)cc1 (stereo not given)	2.5	7%	-10%	-4%	-2%	-16%	3	-4%	9%
CC1CCCC(NC(=O)c2cc(S(=O)(=O)N3CCOCC3)ccc2F)C1C (stereo not given)	-1.5	-8%	-25%	4%	0%	?	5	-13%	9%
CSc1cccc(NC(=O)NCc2cccc(CNC(=O)Nc3cccc(SC)c3)c2)c1	-0.6	-3%	-64%[inhibitor]	?	-5%	?	-12	-7%	-2%
CCn1c(-c2ccccc2)c(C(=O)CC#N)c2ccccc21	-0.4	6%	-22%	2%	14%	-11%	-9	-22%	-15%
CCc1nc2ccc(C(=O)N3CCCC(C(N)=O)C3)cn2c1N(C=O)CC (stereo not given)	2.6	6%	-24%	4%	-6%	8%	7	-6%	20%
CN(CCOc1ccccc1)C(=O)c1ccc2c(=O)n3c(nc2c1)CCC3	-1.3	3%	i	-3%	9%	-4%	0	-6%	14%
CN(c1ccccc1)S(=O)(=O)c1ccc(C(=O)NCc2cccs2)cc1	-0.4	-1%	-3%	12%	2%	?	8	-12%	-1%
Cc1cc(C)c2[nH]c(=O)c(C(c3nnnn3CC3CCCO3)N3CCCC(C)C3)cc2c1 (stereo not given)	-1.4	-3%	i	-13%	-1%	0%	0	-4%	11%
COc1cc(CN2CCN(CC#Cc3ccccc3)CC2CCO)cc(OC)c1 (stereo not given)	0.4	8%	-23%	7%	15%	-28%	5	-4%	-13%
CC/C(Cc1ccccc1)=N/NC(=O)CNC(=O)c1ccc(Cl)cc1Cl	-2.6	5%	i	-13%	-3%	1%	-1	-10%	?
S=c1nc(C2CCCCC2)[nH][nH]1	-1.6	1%	29%[57.5 µM]	?	-2%	-12%	.	27µM*	-3%
CN(CCNC(=O)C1CCCN(c2ncnc3c2nc2n3CCCCC2)C1)Cc1ccccc1 (stereo not given)	3.1	4%	-10%	-20%	16%	?	-7	-14%	3%
COc1ccc(NS(=O)(=O)c2cccc(C(=O)Nc3cccc(C(=O)O)c3)c2)cc1	-2.0	0%	24%	-2%	-1%	25%	-4	-10%	-17%
COc1cc(NC(=O)CSc2nc(C)cs2)cc(OC)c1	-0.4	10%	i	10%	13%	1%	.	-7%	-9%
CCOC(=O)C(C)c1ccc2cc(OC)ccc2c1 (stereo not given)	-1.7	17%	i	13%	11%	?	9	-8%	-18%
COc1ccccc1CNC(=O)COc1ccc(C)cc1	-0.7	1%	-12%	5%	-2%	-8%	6	?	1%
Cc1ccc(S(=O)(=O)N2[C@@H](c3cccc(Cl)c3)C(C(=O)O)=CC[C@H]2c2cccc(C)c2)cc1	1.1	-23%	-24%	2%	1%	14%	-13	?	-29%
CCC(CC)c1nnc(NC(=O)Oc2ccccc2)s1	-4.6	4%	-6%	-12%	-2%	0%	.	-15%	24%
CN(Cc1ccccc1F)C(=O)CCNC(=O)c1ccc(C(C)(C)C)cc1	-0.2	5%	-56%[inhibitor]	-10%	-3%	?	1	-6%	-9%
O=C(Nc1ccc(O)cc1C(=O)O)c1cccc(Br)c1	-0.8	1%	-16%	66%	0%	0%	-20	?	2%
Cc1ccc(C)c(-n2c(N)c(C(N)=O)sc2=S)c1	3.2	9%	-1%	1%	-4%	3%	10	-13%	-7%
COc1ccc(CN2CCN(Cc3ccc(CO)o3)CC2CCO)cc1C (stereo not given)	0.1	-2%	i	1%	5%	3%	-2	-11%	-6%
Cc1cc(=O)oc2c(C)c(OCC(=O)NC3CC(C)(C)NC(C)(C)C3)ccc12	-2.4	-1%	i	-13%	0%	2%	-2	-12%	-10%
CC1C/C(=N\NC(=O)c2ccc(NS(=O)(=O)c3ccc(Br)cc3)cc2)CC(C)(C)C1 (stereo not given)	-1.3	6%	i	8%	-1%	18%	-18	-12%	?
COc1ccccc1NC(=S)N(Cc1ccc(C(=O)O)cc1)Cc1ccc(OC)c(OC)c1	0.2	13%	-1%	4%	-4%	20%	2	-20%	-6%
COc1ccccc1Oc1cc(F)nc(N)n1	4.6	-8%	-2%[57.5 µM]	-11%	-13%	0%	.	-1%	-6%
Cc1ccccc1-c1nc(CN2CCC(C(=O)NCCCN3CC(C)CC(C)C3)CC2)c(C)o1 (stereo not given)	-2.0	1%	i	-35%	-9%	?	0	-4%	5%
COC(=O)c1ccc(/C=N/OCC(=O)NCCc2ccc(OC)c(OC)c2)cc1	-2.9	-2%	-24%	-1%	3%	18%	-7	0%	1%
COc1c(C)cc(C(=O)C2CCCN(C(=O)Cn3nc(C)nc3C)C2)cc1C (stereo not given)	-4.0	-5%	i	-3%	-3%	3%	-2	-9%	-19%
O=C(NNCc1ccccc1)c1ccccc1	0.7	1%	-17%	-6%	-2%	?	-4	-3%	3%
COc1ccccc1NC(=S)N(CCc1ccc(OC)c(OC)c1)Cc1ccccn1	-4.3	10%	-9%	-3%	12%	-17%	2	-5%	8%
CCc1ccc(C(=O)NNC(=O)c2c(CC)noc2C)cc1	1.0	6%	i	7%	0%	25%	3	2%	-2%
Cc1ccc(-c2cc(C(=O)NCC3CCCO3)c3ccccc3n2)cc1C (stereo not given)	1.2	2%	i	-3%	0%	16%	0	?	7%
COc1ccc(Cl)cc1N(C(=O)Nc1cccc(Cl)c1)C1=NCC(C)S1 (stereo not given)	-0.3	-7%	-2%	-11%	0%	?	-3	7%	-12%
COc1ccccc1C(=O)N/C(=C/c1ccco1)C(=O)Nc1cccc(C(=O)O)c1	-0.5	4%	i	17%	-2%	6%	?	-4%	-17%
COc1cccc(Cn2cccc(NC(=O)Nc3ccccc3C)c2=O)c1	2.4	-3%	-32%[inhibitor]	4%	11%	-22%	-3	1%	-7%
COc1cccc(C(=O)N2CCN(S(=O)(=O)Cc3ccccc3)CC2)c1OC	-0.1	6%	?	6%	1%	0%	.	-11%	-7%
COc1ccc(C(C[N+](=O)[O-])c2c(C)cc3ccccn23)cc1 (stereo not given)	-1.0	3%	-47%[inhibitor]	-3%	6%	?	-8	-13%	-16%
O=C(CNC(=O)c1ccc(Cl)cc1Cl)Nc1ccc(F)cc1	0.5	9%	-12%	-5%	21%	-21%	1	-5%	-9%
CCc1noc(C)c1C(=O)Nc1ccc(S(=O)(=O)N2CCC(C)CC2)cc1	0.9	3%	-20%	-19%	13%	?	2	0%	-6%
O=C(COc1ncnc2sccc12)Nc1ccc2c(c1)OCCO2	-0.3	2%	-12%[57.5 µM]	2%	8%	2%	-29	-2%	-4%

Among those listed so far, 6 contain fluorine:
SMILES	IL2 activator	EPAC1 agonist	PTHR1 agonist	HEK293 tox	GLP1R ag	GLP-1R inv ag	PI5P4K alpha inh	PLK1 PBD inh	EPAC1 antagonist
NC(=O)c1ccccc1NC(=O)Nc1ccc(F)c(Cl)c1	-0.7	-5%	-26%	-13%	15%	-2%	16	-4%	-8%
CC(=O)C1=C(O)C(=O)N(c2ccc(O)cc2)C1c1ccc(F)cc1 (stereo not given)	2.5	7%	-10%	-4%	-2%	-16%	3	-4%	9%
CC1CCCC(NC(=O)c2cc(S(=O)(=O)N3CCOCC3)ccc2F)C1C (stereo not given)	-1.5	-8%	-25%	4%	0%	?	5	-13%	9%
CN(Cc1ccccc1F)C(=O)CCNC(=O)c1ccc(C(C)(C)C)cc1	-0.2	5%	-56%[inhibitor]	-10%	-3%	?	1	-6%	-9%
COc1ccccc1Oc1cc(F)nc(N)n1	4.6	-8%	-2%[57.5 µM]	-11%	-13%	0%	.	-1%	-6%
O=C(CNC(=O)c1ccc(Cl)cc1Cl)Nc1ccc(F)cc1	0.5	9%	-12%	-5%	21%	-21%	1	-5%	-9%

The list is partial, so the mix of outcomes need not match the whole.
